# Screens: PubChem BioAssay, National Center for Advancing Translational Sciences (NCATS)
# S2 tox: viability counter-screen for ATXN expression inhibitors; S2 cells (HEK-293 line with an ATXN2-luciferase reporter) viability, CellTiter-Fluor protease fluorescence, 24 h; Potency, µM (doses to about 56.7 µM), hits mostly cytotoxic; 0.49% of 400,000 active; also: potency is read from the fitted curve at half-maximal effect; nearly all actives have a fitted effect of over 40% in size
# HT1080-NT tox: kills 2HG-producing HT-1080-NT fibrosarcoma cells. HT-1080-NT fibrosarcoma viability, CellTiter-Glo ATP luminescence, 48 h. Potency, µM (top dose mostly 46.1 µM), for inactives: at the top dose activity, negative = less viability, usual class: cytotoxic. 1.6% of 360,000 active. AID 686970;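 also: NT is the 2HG producing partner of a matched IDH1 knockdown line; potency is read from the fitted curve at half-maximal effect; 0% = DMSO-treated cells and -100% = media-only wells without cells; nearly all actives have a fitted effect of over 55% in size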
#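 HT-1080-NT fibrosarcoma cells (2HG-overproducing), 750 cells/well in RPMI with 5% FBS, dosed after 2 h and incubated 48 h at 37C. CellTiter-Glo luminescence normalized to DMSO and no-cell wells; concentration-response curves fitted and classed.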
# KB-3-1 tox: KB-3-1 parental cell cytotoxicity. KB-3-1 viability, CellTiter-Glo ATP luminescence, 72 h. Potency, µM (series often up to 46.1 µM), for the others: top-dose activity change, negative = cytotoxic, most hits filed as cytotoxic. 1.4% of 400,000 active. AID 1347075; also: potency is read from the fitted curve at half-maximal effect; % is scaled to controls: 0 for no effect and ±100 for the full control effect; nearly all actives have a fitted effect of over 60% in size
#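 KB-3-1 parental drug-naive adenocarcinoma cells in DMEM/10% FBS, incubated 72 h at 37 C with pin-transferred compounds across a concentration series. Viability by CellTiter-Glo luminescence; concentration-response curves fitted after normalization.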
# ATXN2 expr inh: ATXN2 expression inhibition | 0.72% of 360,000 active | Potency, µM (highest dose often 57 µM), for inactives: at the top dose activity change, negative = inhibition, actives largely listed as inhibitors | AID 1745845 | HEK-293 ATXN2-luciferase reporter, luminescence, 24 h; also: potency is read from the fitted curve at half-maximal effect; % is scaled to controls: 0 for no effect and ±100 for the full control effect; nearly all actives have a fitted effect of over 55% in size
#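 qHTS (up to 57 uM final) was run with 24 h compound exposure of reporter cells at 37 °C. Each well was multiplexed: SteadyGlo luminescence measured ATXN2-luciferase expression after a fluorogenic Gly-Phe-AFC viability readout (25 uM final).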
# KB-V1 MDR tox: kills drug-selected multidrug resistant KB-V1 cells | AID 1347076 | Potency, µM (titrated, usually from 46.1 µM), for inactives: at the top dose activity change, negative = cytotoxicity, most hits filed as cytotoxic | 3.4% of 400,000 active | KB-V1 MDR cells viability, CellTiter-Glo, 72 h; also: potency is read from the fitted curve at half-maximal effect; % is scaled to controls: 0 for no effect and ±100 for the full control effect; nearly all actives have a fitted effect of over 60% in size
#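 qHTS viability screen in drug-selected KB-V1 MDR cells: 72 h compound treatment at 37 degrees C, ATP luminescence end point.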
# HT1080 IDH1KD tx: toxicity to HT-1080 IDH1 knockdown cells (counter line) | 2% of 360,000 active | HT-1080 IDH1 knockdown viability, ATP luminescence, 48 h | Potency, µM (top dose mostly 46.1 µM), for inactives: at the highest dose activity, negative = toxicity, hits mostly cytotoxic | AID 686971;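 also: potency is read from the fitted curve at half-maximal effect; 0% = DMSO wells and -100% = cell-free medium wells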
#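 % activity derives from luminescence (CellTiter-Glo), normalised to DMSO and no-cell wells. HT-1080-IDH1KD cells, 750/well, had 48 h compound exposure at 37 °C.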
# MCF10A rerep: DNA re-replication induction in MCF 10a cells | Potency, µM (top dose mostly 46.1 µM), for the others: at the top dose activity, positive = re-replication, usual class: activators | MCF 10A DNA re-replication, Hoechst nuclear intensity, 48 h | AID 624296 | 2.9% of 350,000 active; also: potency is read from the fitted curve at half-maximal effect; % of control where 0% means no effect; nearly all actives have a fitted effect of over 50% in size
# SW480 rereplic: inducers of DNA re-replication in SW480 colon cancer cells | SW480 DNA re-replication, Hoechst DNA content imaging, 48 h | Potency, µM (doses to about 46.1 µM), without a hit: at the highest dose re-replication activation, most hits filed as activators | 1.8% of 340,000 active; also: potency is read from the fitted curve at half-maximal effect; % of control where 0% means no effect; nearly all actives have a fitted effect of over 55% in size
#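 Image-based DNA-content assay: after two days of treatment, nuclei were labelled with the DNA dye Hoechst and imaged, and hits were compounds raising the count of nuclei showing high fluorescence intensity.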
# IL1B secr inh: inflammasome signaling inhibition, IL-1 beta readout | THP-1 LPS/ATP IL-1B secretion, AlphaLISA, 16 h; active compounds read low | activity change, % at 57.5 µM | 4.7% of 360,000 active | AID 743279; in the data active = activity change below about -50%; inconclusive = mostly about -30% to -49%; also: % is scaled to controls: 0 for no effect and ±100 for the full control effect
#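 Secreted IL-1B measured by AlphaLISA bead assay after 16 h compound exposure of THP-1 cells; compounds (final up to 57.5 uM) added 1 h before LPS (250 ng/mL) and ATP (1.25 mM) stimulation; lower signal means less secretion.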
# * hit, by the source's call; i = inactive; ? = inconclusive; · = not tested or not shown; & = joins results of further samples; [ ] = remark or other dose. Unless noted, calls follow the shape of the dose curve; as a rule, active = well fitted curve in the direction sought with a large enough effect; inconclusive = small, poorly fitted or top-dose-only effect, or another doubt; inactive = no such curve, though single readings can be large; an effect the other way counts as inactive or inconclusive.
1: Clc1ccccc1Nc1nnc(-c2ccncc2)s1
2: CCCCCCC1/C(=N/O)CCC1C(=O)OC (centres undefined)
3: COc1cccc(NC(=O)CN2CCN(CC(=O)Nc3ccc(F)cc3)CC2)c1
4: Cc1ccc(C)c(NC(=S)N2CCCCCC2)c1
5: O=C(Nc1ccccc1)Nc1nnc(CSCc2ccccc2Cl)s1
6: CN(CC1COc2ccccc2O1)C(=O)CSc1ncccn1 (centres undefined)
7: COC(=O)CCC(=O)N1CCCC(CO)(Cc2ccccc2C)C1 (centres undefined)
8: CC(O)(c1cccc(F)c1)c1nc(-c2cccc3cccnc23)cs1 (centres undefined)
Assay by compound,1,2,3,4,5,6,7,8
S2 tox,i,i,?,i,?,i,i,i
HT1080-NT tox,7.3µM*,5%,5%,5%,?,-1%,8%,?
KB-3-1 tox,?,19%,10%,-5%,0%,8%,-5%,0%
ATXN2 expr inh,?,6%,2%,-14%,?,17%,·,-16%
KB-V1 MDR tox,9.2µM*,-6%,-8%,-9%,?,-8%,-9%,4%
HT1080 IDH1KD tx,7.3µM*,-2%,3%,1%,?,10%,8%,?
MCF10A rerep,-7%,12%,7%,-2%,15µM*,-4%,-4%,·
SW480 rereplic,-7%,0%,3%,-2%,·,-13%,-5%,·
IL1B secr inh,-76*,18,-16,25,14,15,5,-13

9: COc1ccccc1CC(=O)O/N=C(\N)c1ccccn1
10: CC(=O)N1c2nc(C(C)C)nn2C2(CCCCC2)[C@@H]2CCCC[C@@H]21
11: COc1ccc(-c2cc(C(F)(F)F)nc(N3CCOCC3)n2)cc1
12: CCc1ccc(Nc2ccc(C(=O)O)cc2[N+](=O)[O-])cc1
13: CCN(CC)S(=O)(=O)c1cccc(C(=O)N[C@H](C(=O)Nc2nc3ccc(F)cc3s2)C(C)C)c1
14: CC(C)(C)NC(=O)C1CC(=O)OC1(C)C (centres undefined)
15: O=C(NCc1ccc(F)cc1)c1cccc(N2CCCS2(=O)=O)c1
16: CC(C)=CCN1CCN(CCC2=C(C)CCCC2(C)C)CC1CCO (centres undefined)
Assay by compound,9,10,11,12,13,14,15,16
S2 tox,i,?,i,i,i,i,i,i
HT1080-NT tox,-16%,·,11%,-5%,-8%,10%,·,-6%
KB-3-1 tox,2%,-10%,1%,9%,15µM*,-9%,-13%,?
ATXN2 expr inh,·,-21%,-15%,21%,?,2%,-3%,-17%
KB-V1 MDR tox,9%,2%,0%,9%,5.8µM*,0%,-13%,-24%
HT1080 IDH1KD tx,4%,·,-2%,3%,?,-7%,·,0%
MCF10A rerep,0%,·,18%,6%,?,-6%,·,?
SW480 rereplic,-2%,·,-1%,-5%,?,1%,·,-8%
IL1B secr inh,-19,·,-5,22,-23,7,·,?

17: COc1ccc(NC(=O)C2CCN(S(C)(=O)=O)CC2)c(OC)c1
18: O=C(c1cc(-c2cccc(Cl)c2)on1)N1CCc2ccccc2C1
19: Cc1cc(-c2nnnn2-c2ccc(F)cc2)no1
20: Cc1ccc(S(=O)(=O)N2CC(O)CC2C(=O)OCC(=O)c2ccccc2Cl)cc1C (centres undefined)
21: O=S(=O)(c1ccccc1)N1CCC2(CC1)CO2
22: CC(CCc1ccccc1)NC(=O)c1ccc(Cl)nc1 (centres undefined)
23: Cc1cccc(N(C)C(=O)CCNS(=O)(=O)c2ccc3c(c2)CCN3C(=O)C2CC2)c1
24: CN(CCCNC(=O)CN1C(=O)CC(C)(C)S(=O)(=O)c2ccccc21)C1CCCCC1
Assay by compound,17,18,19,20,21,22,23,24
S2 tox,?,i,i,i,i,i,i,i
HT1080-NT tox,10%,11%,0%,-2%,-22%,7%,·,10%
KB-3-1 tox,23%,5%,?,-2%,?,16%,-24%,-9%
ATXN2 expr inh,6%,3%,-13%,10%,7%,4%,3%,2%
KB-V1 MDR tox,?,2%,0%,-17%,0%,2%,-7%,0%
HT1080 IDH1KD tx,19%,15%,-4%,-2%,-20%,5%,·,2%
MCF10A rerep,-2%,-1%,78%,10%,4%,3%,·,3%
SW480 rereplic,-4%,2%,-9%[9.22 µM],-3%,-4%,-6%,·,-7%
IL1B secr inh,-4,3,-11,6,-8,-2,·,0

25: CCOC(=O)[C@]12CCC=C1N(Cc1ccccc1)C(=O)[C@H](CC(=O)N1CCN(C(=O)c3ccco3)CC1)C2
26: O=C(CSc1nc2ccsc2c(=O)n1CC1CCC(C(=O)O)CC1)c1ccc(Cl)cc1 (centres undefined)
27: COc1ccc(C(C(=O)NC2CCCCC2)N(Cc2cccnc2)C(=O)c2snc(C(N)=O)c2N)cc1 (centres undefined)
28: CC1CCN(S(=O)(=O)c2ccc(S(=O)(=O)N3CCC4(CC3)OCCO4)cc2)CC1
29: Cc1nn(CC(=O)NCc2ccccc2)c(C)c1[N+](=O)[O-]
30: CCOC(=O)C1=C(c2ccccc2)N(C)C(=O)NC1c1ccc(O)c(OC)c1 (centres undefined)
31: CCOc1ccc(NC(=O)c2ccc3c(c2)nnn3C2CCCC2)cc1
32: CCCCOc1ccc(-c2nc(=S)[nH][nH]2)cc1
Assay by compound,25,26,27,28,29,30,31,32
S2 tox,i,i,i,i,i,i,i,i
HT1080-NT tox,16%,-21%,-21%,14%,9%,8%,·,1%
KB-3-1 tox,6%,-7%,0%,8%,0%,5%,2%,-1%
ATXN2 expr inh,-3%,-2%,2%,4%,3%,1%,2%,40%[activator]
KB-V1 MDR tox,?,-10%,-10%,?,-3%,?,28%,0%
HT1080 IDH1KD tx,-2%,-6%,-4%,19%,5%,-4%,·,6%
MCF10A rerep,·,11%,-2%,-66%[inhibitor],-1%,-1%,·,?
SW480 rereplic,·,-1%,1%,-84%[inhibitor],-5%[9.22 µM],-7%,·,20%
IL1B secr inh,4,37,7,10,7,21,·,0

33: C=CCNC(=O)c1snnc1-c1ccccc1
34: COc1cc(OC)cc(-c2sc3ccc(OC)cc3c2-c2ccc(O)cc2)c1
35: Nn1c(COc2ccc(Cl)cc2)nc2ccccc2c1=O
36: Clc1cccc(-c2nc3ccc(Br)cn3c2Cc2ccccc2)c1
37: O=C(CNC(=O)c1ccccc1Br)Nc1cccc(S(=O)(=O)Nc2ccccc2Cl)c1
38: CCOC(=O)c1cc(OC(=O)c2cc(Cl)ccc2OC)n(-c2ccccc2)n1
39: COc1ccccc1N1CCN(CCN2C(=O)CC3(CCCC3)CC2=O)CC1
40: COc1ccc(S(=O)(=O)N2CCC(C(=O)N[C@@H](C)C(=O)NCc3ccc(F)cc3)CC2)cc1
Assay by compound,33,34,35,36,37,38,39,40
S2 tox,i,?,i,?,i,i,i,i
HT1080-NT tox,13%,?,-4%,-28%,6%,·,-2%&7%,1%
KB-3-1 tox,16%,-26%,19%,-1%,-10%,9%,-1%,5%
ATXN2 expr inh,-2%,?,39%,30%,·,6%,-5%,-1%
KB-V1 MDR tox,?,6%,?,9%,11%,3%,-25%,0%
HT1080 IDH1KD tx,7%,?,-9%,-15%,0%,·,-2%&5%,6%
MCF10A rerep,-7%,32%,4%,·,-2%,·,2%,1%
SW480 rereplic,-3%,-2%,-1%,·,-18%,·,9%,-15%
IL1B secr inh,4,-9,-11,20,20,·,42,18

# In a second layout: 2 of the compounds above.
cpd | Compound | S2 tox | HT1080-NT tox | KB-3-1 tox | ATXN2 expr inh | KB-V1 MDR tox | HT1080 IDH1KD tx | MCF10A rerep | SW480 rereplic | IL1B secr inh
18 | O=C(c1cc(-c2cccc(Cl)c2)on1)N1CCc2ccccc2C1 | i | 11% | 5% | 3% | 2% | 15% | -1% | 2% | 3
19 | Cc1cc(-c2nnnn2-c2ccc(F)cc2)no1 | i | 0% | ? | -13% | 0% | -4% | 78% | -9%[9.22 µM] | -11

# (continued)
41: COc1ccc(S(=O)(=O)N(CC(=O)N2CCOCC2)Cc2ccccc2)cc1
42: COc1cc(C2CC(=O)Oc3c(C(CCN4CCOCC4)c4ccc(N(C)C)cc4)c(OC)cc(OC)c32)cc(OC)c1OC (centres undefined)
43: CC(=O)c1sc(NC(=O)C2CC(=O)N(Cc3ccccc3)C2)nc1-c1ccccc1 (centres undefined)
44: COc1ccc(C2C(Oc3ccccc3)C(=O)N2c2cc(C)ccc2C)cc1OC (centres undefined)
45: Cc1ccc(-n2nc3c(c2NC(=O)c2ccco2)CS(=O)(=O)C3)c(C)c1
46: Cc1cccc(C(C)C)c1NC(=O)c1ccc(COc2ccc3c(C)cc(=O)oc3c2)cc1
47: Cc1ccccc1CN1CCN(Cc2cc(=O)c3ccccc3[nH]2)CC1CCO (centres undefined)
48: O=C(NNC(=S)NC(=O)c1ccc(F)cc1)c1cccnc1
49: CCOC(=O)C1CCN(C(=O)c2cc(S(=O)(=O)N3CCCCC3)ccc2C)CC1
50: CCCc1cc(=O)oc2cc(OCc3ccc(C(=O)O)o3)ccc12
51: Cc1cc(C(=O)OCC(=O)NC(C)c2ccccc2)c(C)o1 (centres undefined)
Assay by compound,41,42,43,44,45,46,47,48,49,50,51
S2 tox,i,i,i,i,i,i,i,i,i,i,i
HT1080-NT tox,-3%,0%,1%,2%,1%,-2%,6%,-21%,-2%,11%,0%
KB-3-1 tox,6%,0%,-4%,-3%,3%,-6%,-2%,-27%,·,15%,18%
ATXN2 expr inh,-6%,5%,-5%,1%,4%,·,-18%,-21%,6%,17%,3%[11.3 µM]
KB-V1 MDR tox,-3%,-2%,5%,6.5µM*,-1%,-19%,0%,-8%,·,23%,24%
HT1080 IDH1KD tx,3%,-3%,-18%,2%,2%,-18%,5%,-13%,-4%,11%,7%
MCF10A rerep,29%,-5%,-7%,13%,7%,22%,-5%,9%,-4%,-1%,4%
SW480 rereplic,?,-1%,-69%[inhibitor],14%,17%,?,-17%,18%,-6%,-9%,-9%
IL1B secr inh,19,6,-7,?,-5,34,19,22,16,25,-4
